RmlCD inh 1536: M. tuberculosis RmlC/RmlD coupled enzyme inhibitors, primary screen, biochemical, compound mixtures, 384-well, from 1536-well plates; dTDP-4-dehydrorhamnose reductase (Mycobacterium tuberculosis (strain ATCC 25618 / H37Rv)) …; RmlC+RmlD coupled enzyme assay, percent inhibition; primary screen in compound mixtures; inhibition, % at 3.6 µM; actives 0.03% (n = 160,000); AID 1533, 2009; in the data active = inhibition mostly above about 34%, no sharp cut-off; also: some results filed as inactive read as strong as hits
Target sequence (P9WH09 whole entry, looked up): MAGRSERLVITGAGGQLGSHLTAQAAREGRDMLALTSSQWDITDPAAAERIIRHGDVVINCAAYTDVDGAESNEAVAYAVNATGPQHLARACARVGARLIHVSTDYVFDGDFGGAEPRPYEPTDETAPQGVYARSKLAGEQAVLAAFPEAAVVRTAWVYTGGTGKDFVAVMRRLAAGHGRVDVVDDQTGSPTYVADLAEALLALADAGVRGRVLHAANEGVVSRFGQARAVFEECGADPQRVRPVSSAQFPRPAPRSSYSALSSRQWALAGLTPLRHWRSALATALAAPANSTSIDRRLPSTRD
Target sequence (P9WH11 whole entry, looked up): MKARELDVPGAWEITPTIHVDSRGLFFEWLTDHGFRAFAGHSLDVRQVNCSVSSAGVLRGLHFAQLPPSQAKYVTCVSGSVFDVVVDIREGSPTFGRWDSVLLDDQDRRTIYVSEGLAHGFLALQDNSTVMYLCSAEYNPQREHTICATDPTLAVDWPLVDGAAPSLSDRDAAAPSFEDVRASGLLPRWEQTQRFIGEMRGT
M. tuberculosis GlmU: inhibition of mycobacterial GlmU enzyme – biochemical, glucosamine-1-phosphate acetyltransferase (AID 1376) | Bifunctional protein GlmU (Mycobacterium tuberculosis (strain ATCC 25618 / H37Rv)) | M. tuberculosis GlmU acetyltransferase enzyme assay; higher % means a stronger effect | inhibition, %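 (tested at 30 µM in the primary screen)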, or IC50 in µM where a hit was titrated | actives 0.25% (n = 220,000); in the data active = inhibition above about 13%;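 also: 0% = complete reaction with vehicle and 100% = reaction without substrate; strong numbers were not always called active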
* = called active by the depositor; nt = no result given. An excerpt, so the mix of outcomes need not match the whole.

Every second line gives: RmlCD inh 1536	M. tuberculosis GlmU
COc1ccc(CCNC(=O)CN2C(=O)NC(CCSC)C2=O)cc1 (centres undefined)
→ -8	0.2%
CCCS(=O)(=O)N1CCCC(C(=O)NCCc2ccc(OC)c(OC)c2)C1 (centres undefined)
→ 8	3.2%
O=C(NC1(C(F)(F)F)NC(=O)N(C2CCCCC2)C1=O)c1ccco1 (centres undefined)
→ 9	1.1%
COc1ccc(C)cc1C(=O)C1CC(C(=O)O)C(C)(C)C1C (centres undefined)
→ nt	0.3%
CC(C)COC(=O)Nc1ccc(C(=O)O)cc1
→ 12	1.4%
CC(C)Oc1ccc(-c2nc(NCC3CCCO3)c3ccccc3n2)cc1 (centres undefined)
→ -10	4.1%
COc1ccc(S(=O)(=O)N2CCC(n3cnc4cc(C(F)(F)F)ccc43)CC2)cc1
→ nt	1.1%
CCCCCC(=O)NC(=S)Nc1ccc(N2CCCCC2)c(Cl)c1
→ -3	4.8%
CCOC(=O)Cc1csc(NC(=O)COc2ccc(OC)cc2)n1
→ 5	-2.6%
COc1ccccc1-c1cc(C(F)(F)F)nc(S(=O)(=O)CCCC(=O)NCc2ccc(F)cc2)n1
→ -13	1.0%
Cc1cccc(C)c1Oc1nc(-c2ccccc2)ncc1S(=O)(=O)c1ccccc1
→ -5	-0.6%
O=C(O)CN(c1ccccc1F)S(=O)(=O)c1ccccc1
→ nt	1.3%
Nc1nc(SCC(=O)Nc2cccnc2Cl)n[nH]1
→ -11	-0.2%
CC(OC(=O)c1ccc2ccccc2n1)C(=O)c1ccccc1 (centres undefined)
→ -7	4.8%
Cn1c(=O)n(CC(=O)N2CCOCC2)c2ccccc21
→ 3	-1.1%
COc1ccc(-c2c(-c3ccc(O)cc3O)n[nH]c2C)cc1OC
→ nt	4.8%
Cc1ccccc1-n1nnnc1-c1ccccc1
→ nt	-0.7%
C=CCSc1nnc(CCCCCN2C(=O)c3cccc4cccc(c34)C2=O)o1
→ 1	8.0%
CCOc1ccc(N/C=C/C(=O)c2ccc(OC)cc2)c([N+](=O)[O-])c1
→ 3	0.7%
O=C(N/N=C/c1ccccc1)c1cc(=O)[nH]c2ccccc12
→ 19	2.6%
COc1ccc2cc(C(c3nnnn3Cc3ccc(F)cc3)N3CCCCCC3)c(=O)[nH]c2c1 (centres undefined)
→ nt	-1.4%
N/C(=N\c1nc2c(c(=O)[nH]1)CCC2)Nc1ccccc1C(F)(F)F
→ nt	1.5%
Nc1nc(SCC(=O)NC2CCCCC2)[nH]c(=O)c1-c1ccccc1
→ nt	2.9%
COc1ccc(Nc2oc(-c3cccs3)nc2C#N)cc1
→ 16	1.7%
Cc1sc(N/N=C/c2cc([N+](=O)[O-])ccc2O)nc1-c1ccccc1
→ 9	-2.9%
O=C(OCc1ccccc1)c1ccccc1
→ nt	3.2%
O=C(NC(Cc1ccccc1)C(=O)O)c1ccco1 (centres undefined)
→ 0	4.8%
Cc1ccc(-c2nnn(CC(=O)N(c3cccc(F)c3)C(C(=O)NC3CCCC3)c3ccco3)n2)o1 (centres undefined)
→ -1	-0.3%
CCOc1ccc(CCNC(=O)C2CCCN(c3nn4c(=O)cc(C)nc4s3)C2)cc1OCC (centres undefined)
→ -11	3.8%
CN1CCC(=NNC(=O)c2ccc(N(Cc3ccccc3Cl)S(C)(=O)=O)cc2)CC1
→ nt	-4.0%
O=C(Cc1ccc([N+](=O)[O-])cc1)NCc1ccccn1
→ 107	-6.7%
Cc1[nH]n(C)c(=O)c1[N+](=O)[O-]
→ -10	3.5%
CC1(C)C/C(=C(/C#N)C(N)=O)CCO1
→ nt	-7.7%
NC(=O)c1ccc(C(F)(F)F)n(Cc2cccc(Cl)c2)c1=O
→ -1	2.9%
Cc1ccc(NC(=O)Cn2nc(C)c3ccccc3c2=O)c(C)c1
→ nt	4.2%
COc1cccc(/C=N/n2c(SC)nnc2-c2ccccc2)c1OC
→ nt	1.9%
O=C(Nc1ccc(Cl)c(S(=O)(=O)Nc2ccccc2Cl)c1)c1cccs1
→ 6	0.9%
COc1ccc(NC(=O)Cc2nnc(SCC(=O)Nc3cc(C)ccc3OC)n2C)cc1
→ -3	-1.1%
Cc1cc(NC(=O)CSc2nnc(COc3cccc(C)c3C)n2C)no1
→ -2	6.1%
Cn1c(=O)c(NCCO)c2c3c(cccc31)C(=O)c1ccccc1-2
→ -2	0.1%
CC(Sc1ccc(S(=O)(=O)N2CCOCC2)cc1[N+](=O)[O-])C(=O)O (centres undefined)
→ 8	3.3%
O=C(Cc1ccccc1)N/N=C/c1ccccn1
→ nt	7.0%
COc1ccccc1-n1c(COc2ccccc2-c2ccccc2)nnc1SCC(=O)c1c(N)n(C)c(=O)n(C)c1=O
→ 9	-4.0%
O=C(Cn1c(=O)oc2ccccc21)Nc1nnc(N2CCCCCC2)s1
→ 3	-1.1%
O=C(Nc1ccc(Cl)cc1)NC1CCCC1Cc1ccco1 (centres undefined)
→ -6	-0.9%
C=CCn1c(N(C)C)nc2c1c(=O)[nH]c(=O)n2C
→ nt	-0.2%
Cc1cccc(N2CCN(C(=S)NCc3ccco3)CC2)c1C
→ 9	6.4%
COc1ccc(NC(=O)CSc2nc(C)c3c(c2C#N)CCCC3)cc1
→ 66	-3.1%
CNC(=O)NC(=O)CSc1nnc(C(F)(F)F)n1C
→ nt	2.0%
COc1cc(CCCN2C(=S)NC[C@@H]2Cc2ccccc2)cc(OC)c1OC
→ nt	0.8%

Later entries
Every second line gives: RmlCD inh 1536	M. tuberculosis GlmU
Cc1noc(C)c1C(=O)OCC(=O)c1cc(C)n(Cc2ccccc2Cl)c1C
→ nt	8.3%
Cc1ccc(S(=O)(=O)Nc2ccc3ncccc3c2)cc1
→ nt	1.9%
CCN(CC)S(=O)(=O)c1ccc(/C=C/C(=O)OCC(=O)Nc2ccc(C(N)=O)cc2)cc1
→ 1	1.5%
O=[n+]1cc(-c2ccc(F)cc2)n([O-])c2c1CCC2
→ 6	nt
Cc1cc(C)n(/N=C/c2cc([N+](=O)[O-])ccc2O)c(=O)c1
→ -7	1.5%
CC1(C)C[C@@H]2C[C@@](C)(CN2C(=O)c2ccccc2)C1
→ -5	-4.7%
CCOc1ccc(CONS(=O)(=O)c2ccc(NC(C)=O)cc2)cc1Cl
→ -4	-6.0%
O=C(O)C1CCCCC1C(=O)Nc1ccccc1Cl (centres undefined)
→ -5	-0.9%
O=C(CCNc1n[nH]c(=O)[nH]c1=O)N/N=C/c1ccc(Cl)cc1
→ 0	-0.3%
C=CCn1cc(C(=O)NCC2CCCO2)c(=O)c2cc(S(=O)(=O)N3CCCCCC3)ccc21 (centres undefined)
→ -7	-1.6%
Cc1ccc(-c2cc(C(=O)N3CCCc4ccccc43)no2)cc1
→ 3	1.3%
COC(=O)C1=C(c2ccccc2)C[C@@H]2CC[C@H]1N2C(=O)N1CCC(C)CC1
→ nt	1.9%
CCCCNC(=O)Nc1c(C)cc(SC#N)cc1C
→ 5	-3.3%
O=C(COC(=O)C1CCCN1S(=O)(=O)c1ccc(Cl)cc1)Nc1ccc2c(c1)OCO2 (centres undefined)
→ nt	-2.5%
NC(=O)CCS(=O)(=O)c1ccccc1
→ 2	0.7%
CSc1ccccc1NC(=O)c1noc2c1CCC2
→ nt	0.1%
O=C(O)c1ccc(-c2ccccc2C(F)(F)F)o1
→ nt	6.6%
c1ccc(-c2[nH]ncc2-c2nc3ccccc3[nH]2)cc1
→ -1	-2.0%
NC(=O)CSc1nc(-c2ccccc2Cl)ns1
→ 8	-6.0%
Cc1nn2c(nc1=O)NNC2(C)C(C)(C)C (centres undefined)
→ nt	2.4%
CN(C)CCCNC(=O)c1cc(Br)ccc1Cl
→ -17	-3.6%
Cc1csc(=N)n1-c1ccc(Cl)cc1
→ nt	0.9%
CCCCNC(=S)N1CCN(C(c2ccccc2)c2ccccc2)CC1
→ -1	4.9%
CCC(C)n1cnc2c(c1=O)c1nc3ccccc3nc1n2Cc1ccc2c(c1)OCO2 (centres undefined)
→ nt	4.2%
COc1ccc2c(c1)N(S(=O)(=O)c1ccccc1)CCC2=O
→ 43	-6.6%
CCNC(=O)NC(=O)COc1ccccc1C#N
→ 5	3.9%
COc1cc(OC)c(OC)cc1CN1CCN(Cc2ccc(SC)cc2)CC1
→ -9	-3.2%
Cc1ccc(S(=O)(=O)NCCc2nnc3ccc(SCC(=O)Nc4nc5ccccc5s4)nn23)cc1
→ 0	-0.8%
O=C(CSc1nc2ccccc2c(=O)[nH]1)N1CCCCCC1
→ nt	5.8%
COC(=O)c1cc(NC(=O)CSc2nc(C)cc(=O)[nH]2)cc(C(=O)OC)c1
→ 13	0.2%
O=C(c1cn(-c2ccccc2)nc1-c1ccccc1)n1nnc2ccccc21
→ nt	0.3%
COc1ccc(C(=O)NCC(=O)OCC(=O)Nc2c(C)n(C)n(-c3ccccc3)c2=O)cc1
→ nt	6.0%
COc1ccccc1N(C)S(=O)(=O)c1ccc(C(=O)OCC(N)=O)cc1
→ 5	-1.1%
Cc1cc(NC(=O)c2cc(-c3cccs3)on2)no1
→ -5	1.1%
O=C(Nc1ccccc1Br)C1CCC(=O)N1Cc1ccccc1Cl (centres undefined)
→ 0	0.3%
CCOC(=O)c1ccccc1NC(=O)c1cccc2c1C(=O)N(C1CCN(C(=O)OCC)CC1)C2
→ nt	9.8%
O=C(NNc1ccc(-c2csnn2)cc1)c1cc(Cl)cc(Cl)c1
→ 4	3.2%
Cc1cc(C)n(CCC(=O)N=Nc2c(O)[nH]c3ccccc23)n1
→ -4	10%
Cc1cc(N2CCOCC2)nc(SCC(=O)c2ccc(Cl)cc2)n1
→ nt	6.1%
O=C1c2ccccc2C(=Nc2ccccc2)C1c1cccc(Br)c1 (centres undefined)
→ -5	3.7%
CCCc1ccc(C2C3=C(CC(C)(C)CC3=O)NC3=C2C(=O)c2ccccc23)cc1 (centres undefined)
→ 53	2.1%
O=C1C=C(c2cccc(O)c2)CCC1
→ nt	1.7%
CC1=C(C)Cc2c(OC(=O)c3ccccc3)ccc(OC(=O)c3ccccc3)c2C1
→ nt	7.4%
CCc1ccc2c(c1)C1(NN=C(c3ccc(C)cc3)S1)C(=O)N2 (centres undefined)
→ nt	-5.7%
Cc1cccc(-n2c(O)c(C=NC3CCS(=O)(=O)C3)c3ccccc3c2=O)c1C (centres undefined)
→ 0	-8.0%
O=C(Cn1cnc2ccccc21)N/N=C/C(Br)=C/c1ccccc1
→ 9	0.6%
NC(=O)CN1CCN(C(=O)NC2CCCCC2)CC1
→ 3	5.0%
Cc1ccc(NC(=S)NC(=O)c2ccc(-c3ccc(Cl)cc3)o2)c(O)c1
→ 4	-7.8%
CC(=O)O[C@@H]1C[C@H]2C(C)=C[C@H]3OC(=O)[C@@H](C)[C@H]3C[C@H]2[C@]1(C)O
→ 2	0.7%
Cc1nc2c(c(=O)n1CCC1=CCCCC1)c1nc3ccccc3nc1n2/N=C/c1ccccc1
→ 34*	-0.6%

Next entries:
Every second line gives: RmlCD inh 1536	M. tuberculosis GlmU
CCOC(=O)Cc1csc(SCC(=O)N2CCN(c3ccc(OC)cc3)CC2)n1
→ nt	6.9%
COc1ccc(S(=O)(=O)N2CC3CC(C2)c2cccc(=O)n2C3)cc1 (centres undefined)
→ 0	4.0%
CN(C)c1ccc(NC(=O)COC(=O)c2cc(Cl)ccc2[N+](=O)[O-])cc1
→ -10	4.8%
Oc1c(C=NCc2ccc(F)cc2)[nH]c2ccc(Br)c(Cl)c12
→ -3	-3.1%
Cn1cnnc1SC(C(=O)c1ccccc1)c1ccccc1 (centres undefined)
→ nt	0.4%
Cc1ccc(NC(=O)CSc2nnc(-c3ccncc3)o2)cc1C
→ nt	0.2%
COc1ccc(-c2ccc(/C=N/NC(=O)c3cccnc3)o2)c([N+](=O)[O-])c1
→ 7	-1.1%
O=C(NC(=S)Nc1cccnc1Cl)c1ccco1
→ -10	4.3%
O=C(O)c1ccc(N/N=C/c2ccc(-c3ccccc3Cl)o2)cc1
→ -7	2.5%
Cc1cc(NC(=O)CCCC(=O)Nc2ccc(F)cc2)no1
→ 14	3.6%
CS(=O)(=O)N1CCC(C(=O)Nc2ccc(Cl)c(Cl)c2)CC1
→ 9	-4.7%
Cc1cc(=O)n2c3c(cccc13)CCC2
→ nt	-5.1%
O=C(COc1ccc(C(=S)N2CCOCC2)cc1)Nc1ccccc1C(F)(F)F
→ nt	3.3%
CCCc1nc2sc3c(=O)n(N)cnc3c2c2c1COC(C)(C)C2
→ -8	6.2%
COCCCNC(=O)c1ccc([N+](=O)[O-])cc1
→ -11	-3.0%
O=C(Cn1nc(-c2cccc([N+](=O)[O-])c2)c2ccccc2c1=O)NCC1CCCO1 (centres undefined)
→ 5	-1.9%
O=C(NCc1ccccc1)C1=C[C@H](C2CCCCC2)C[C@H](OCc2ccc(CO)cc2)O1
→ nt	2.7%
CO/N=C/c1ccc(Sc2ccccc2)c([N+](=O)[O-])c1
→ nt	1.2%

Taken from above, five compounds:
Every second line gives: RmlCD inh 1536	M. tuberculosis GlmU
CS(=O)(=O)N1CCC(C(=O)Nc2ccc(Cl)c(Cl)c2)CC1
→ 9	-4.7%
Cc1cc(=O)n2c3c(cccc13)CCC2
→ nt	-5.1%
O=C(COc1ccc(C(=S)N2CCOCC2)cc1)Nc1ccccc1C(F)(F)F
→ nt	3.3%
CCCc1nc2sc3c(=O)n(N)cnc3c2c2c1COC(C)(C)C2
→ -8	6.2%
COCCCNC(=O)c1ccc([N+](=O)[O-])cc1
→ -11	-3.0%
